# Bioassay records (PubChem BioAssay)
# pPAFAH inh: inhibitors of human plasma PAF acetylhydrolase (pPAFAH); 330,000 compounds, 1.5% hits; recombinant pPAFAH, FP-rhodamine probe fluorescence polarization; inhibition, % at 3.39 µM; Q13093;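 active means inhibition above the mean inhibition across the screen plus 3 SD, cut at about 25% in these data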;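 further: inhibitors block binding of the rhodamine activity-based probe so polarization drops; 0% = enzyme with DMSO and 100% = wells lacking pPAFAH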
# Target sequence (Q13093 whole entry, looked up): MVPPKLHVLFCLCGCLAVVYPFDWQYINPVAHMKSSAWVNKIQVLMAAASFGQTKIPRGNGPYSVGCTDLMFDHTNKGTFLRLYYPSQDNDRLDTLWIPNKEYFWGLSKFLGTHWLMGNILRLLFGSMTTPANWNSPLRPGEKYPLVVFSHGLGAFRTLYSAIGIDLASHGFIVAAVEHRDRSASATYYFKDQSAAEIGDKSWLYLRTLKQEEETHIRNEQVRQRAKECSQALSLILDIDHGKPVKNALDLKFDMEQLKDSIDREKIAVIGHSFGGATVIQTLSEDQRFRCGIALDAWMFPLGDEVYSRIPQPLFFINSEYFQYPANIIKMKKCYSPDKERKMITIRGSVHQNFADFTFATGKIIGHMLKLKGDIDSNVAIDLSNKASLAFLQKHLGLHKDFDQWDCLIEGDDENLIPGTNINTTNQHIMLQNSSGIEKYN
# PAFAH1B3 inh: inhibitors of human PAFAH1B3; recombinant PAFAH1B3, FP-rhodamine probe, fluorescence polarization; Q15102; inhibition, % at 3.39 µM; 340,000 compounds, 0.28% hits; AID 492972;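 active means inhibition above the screen-wide average of all tested compounds plus 3 SD, cut at about 25% in these data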;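 further: 0% = enzyme with DMSO only and 100% = wells lacking PAFAH1B3 protein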
# Target sequence (Q15102 whole entry, looked up): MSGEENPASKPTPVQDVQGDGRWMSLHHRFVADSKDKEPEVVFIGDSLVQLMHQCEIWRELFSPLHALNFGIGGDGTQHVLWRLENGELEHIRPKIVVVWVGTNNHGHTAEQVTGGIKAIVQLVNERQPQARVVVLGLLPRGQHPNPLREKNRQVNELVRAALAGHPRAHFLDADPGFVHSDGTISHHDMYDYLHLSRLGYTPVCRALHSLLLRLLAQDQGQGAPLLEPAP
# LYPLA1 inh: LYPLA1 (human) inhibition in PME1 counter-screen. O75608. recombinant LYPLA1, FP-Rh probe fluorescence polarization. inhibition, % at 5.9 µM. 320,000 compounds, 0.16% hits;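 active means inhibition above the mean of all tested compounds plus 3 SD, set per campaign, cut at about 14% in these data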;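 further: inhibitors block serine hydrolase probe labeling of LYPLA1 so polarization falls; 0% = enzyme with DMSO and 100% = wells lacking LYPLA1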
# PAFAH1B2 FP inh: inhibitors of human PAFAH1B2. P68402. recombinant PAFAH1B2, FP-rhodamine activity probe, fluorescence polarization. 340,000 compounds, 1.2% hits. inhibition, % at 3.39 µM;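 active means inhibition above the mean of all tested compounds plus 3 SD, cut at about 24% in these data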;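 further: 0% = enzyme with DMSO and 100% = wells lacking PAFAH1B2; many of its hits are not listed in these tables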
# LYPLA2 inh: blocks human lysophospholipase 2, a PME1 counter-screen | O95372 | recombinant LYPLA2, FP-Rh probe fluorescence polarization | inhibition, % at 5.9 µM | 320,000 compounds, 0.38% hits | AID 2177;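 active means inhibition above the screen-wide mean plus 3 SD, limit set per campaign, cut at about 26% in these data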;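 further: 0% = LYPLA2 with DMSO and 100% = wells lacking LYPLA2 enzyme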
# GSTO1 inh: blocks human GSTO1 in RBBP9 counter-screen | recombinant GSTO1, activity-based probe fluorescence polarization | inhibition, % at 5.96 µM | 300,000 compounds, 1.1% hits;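 active means inhibition above the campaign mean inhibition plus 3 SD, cut at about 35% in these data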;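 further: 0% = GSTO1-1 with DMSO and 100% = wells lacking GSTO1-1 enzyme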
# Target sequence (P78417 whole entry, looked up): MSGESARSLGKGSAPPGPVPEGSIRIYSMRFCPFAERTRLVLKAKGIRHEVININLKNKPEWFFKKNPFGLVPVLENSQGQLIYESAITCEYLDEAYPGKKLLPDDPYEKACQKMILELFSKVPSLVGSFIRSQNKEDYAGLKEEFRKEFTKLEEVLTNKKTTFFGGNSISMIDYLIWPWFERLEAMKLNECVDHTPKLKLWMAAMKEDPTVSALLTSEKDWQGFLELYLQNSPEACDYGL
# PREPL inhibitor: human PREPL enzyme inhibition; AID 2751; inhibition, % at 5.96 µM; recombinant PREPL, fluorescence polarization activity-based probe; Q4J6C6; 320,000 compounds, 0.68% hits; in the data active means inhibition above about 43%;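 further: 0% = enzyme with DMSO and 100% = wells lacking enzyme; many of its hits are not listed in these tables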
# PAFAH2 FP inh: PAFAH2 (human) inhibition | Q99487 | recombinant PAFAH2, FP-rhodamine activity probe, fluorescence polarization | inhibition, % at 3.39 µM | 340,000 compounds, 0.99% hits;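 active means inhibition above the mean over all tested compounds plus 3 SD, cut at about 30% in these data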;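 further: inhibitors block probe labeling of enzyme so polarization drops; 0% = enzyme with DMSO and 100% = wells lacking PAFAH2 protein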
# PAD4 FP inh: PAD4 (human) enzyme inhibition; recombinant PAD4, RCA probe fluorescence polarization; inhibition, % at 6.36 µM; 330,000 compounds, 0.41% hits; Q9UM07;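 active means percent inhibition above a cutoff equal to the mean of all tested compounds plus 3 SD, cut at about 15% in these data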;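 further: 0% = PAD4 with RCA probe and DMSO and 100% = probe without PAD4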
# The depositor's hits bear a star; . = not tested or not shown. Some of the compounds tested (hit frequency here may not be typical).
SMILES,pPAFAH inh,PAFAH1B3 inh,LYPLA1 inh,PAFAH1B2 FP inh,LYPLA2 inh,GSTO1 inh,PREPL inhibitor,PAFAH2 FP inh,PAD4 FP inh
CC(=O)c1ccc(NC(=O)N2C3CCC2CC(O)(c2cccnc2)C3)cc1 (centres undefined),5,1,1,-1,3,-4,0,0,-8
CC(C)CSc1nnc2[nH]c(=O)cc(N)n12,9,0,-2,0,-2,-4,1,9,-7
Cc1cccc(C(C)C)c1NC(=O)CSc1nncn1C,4,17,2,6,1,6,1,-8,1
N#C/C(=C\c1ccc(-c2ccccc2[N+](=O)[O-])o1)C(N)=O,5,6,2,2,3,4,1,4,-2
Cc1ccc(N2N=C(c3ccc(F)cc3)CC2c2ccco2)cc1 (centres undefined),-6,6,-1,2,-5,18,8,-4,-4
CCOC(=O)c1ccc(-c2c(C)cc3oc(=O)cc(-c4ccccc4)c3c2C)cc1,1,8,.,-1,.,.,.,0,2
Cc1c(NS(=O)(=O)c2cc([N+](=O)[O-])ccc2Cl)c(=O)n(-c2ccccc2)n1C,4,-5,-5,-4,-5,25,-2,8,1
CCOC(=O)Cn1cnc2sc3c(c2c1=O)CCC3,5,6,2,0,22,3,8,-4,-4
COc1ccccc1C(CNC(=O)c1ccc(NS(=O)(=O)c2ccc(F)c(C)c2)cc1)N(C)C (centres undefined),6,9,2,-3,-2,1,19,3,4
Cc1ccc(CCNS(=O)(=O)c2ccc3c(c2)N(C)CCO3)cc1,10,3,2,30*,4,19,22,1,4
CCCCn1nc2cc(C(=O)NCC3CC3)ccc2c1OCC,10,4,-1,9,0,6,1,-1,2
N/C(=N\OC(=O)CCCc1ccccc1)c1ccccc1,3,10,-4,11,-2,1,-4,-1,-1
COc1cc(S(=O)(=O)N2CCC(c3nc4ccccc4s3)CC2)ccc1S(=O)(=O)NC1CCCC1,5,9,0,-1,3,-3,17,1,3
CCOC(=O)Cc1csc(NC(=O)/C=C/c2ccco2)n1,0,8,-6,7,-1,5,-9,1,-2
CN1CCN(C(=S)SCC(=O)Nc2nc(-c3ccccc3)c(-c3ccccc3)o2)CC1,8,1,-3,-2,-4,1,6,-4,-2
CCOCCCNC(=O)c1cc2sc(Cl)cc2n1CC,6,5,-1,4,-2,1,3,6,-2
CC(C)[C@H](NC(=O)c1ccccc1F)C(=O)NC1CCCCC1,3,7,.,3,.,.,10,5,0
Cc1cccc(-c2noc(CN(C)C(=O)c3ccco3)n2)c1,3,2,0,3,-1,4,6,-1,6
C=CCN(C)NC(=S)Nc1ccccc1,-2,42*,-3,-2,-6,1,2,3,-3
CC(=O)c1ccc(S(=O)(=O)N(CCCO)Cc2cc3cc(C)ccc3[nH]c2=O)cc1,5,5,-4,5,-4,0,-4,-1,3
CCOc1ccc(S(=O)(=O)N(C)CC(=O)NCc2ccco2)cc1,5,2,-3,-2,2,0,8,-3,1
CC1CC(C)(C)NC(=O)O1 (centres undefined),1,9,3,5,5,-4,-8,3,-5
OC(c1ccccc1)c1cccnc1 (centres undefined),1,-3,-1,3,3,5,13,2,-2
CC(=O)OCC(CCn1cnc2cnc(N)nc21)COC(C)=O,2,.,-1,.,-3,4,-5,.,-3
NC1=NN(c2cccc(C(=O)O)c2)C(=O)C1,8,7,-2,4,-3,20,3,-1,-7

# Look-ups from the results shown.
# PAD4 FP inh, `Cc1cccc(C(C)C)c1NC(=O)CSc1nncn1C` → 1
# PAFAH1B2 FP inh, `Cc1ccc(CCNS(=O)(=O)c2ccc3c(c2)N(C)CCO3)cc1` → 30*
# PAFAH1B3 inh, `Cc1c(NS(=O)(=O)c2cc([N+](=O)[O-])ccc2Cl)c(=O)n(-c2ccccc2)n1C` → -5

# More records follow:
SMILES,pPAFAH inh,PAFAH1B3 inh,LYPLA1 inh,PAFAH1B2 FP inh,LYPLA2 inh,GSTO1 inh,PREPL inhibitor,PAFAH2 FP inh,PAD4 FP inh
CCCOc1ccc(N2C(=O)CC(NCCNc3ccc(S(=O)(=O)CC)cc3)C2=O)cc1 (centres undefined),6,3,-1,2,3,-4,-2,8,3
Cc1c(C(C)C)c(=O)n(-c2ccc(S(=O)(=O)NCc3ccccc3)cc2)n1C,9,0,1,7,7,4,-4,10,-4
COc1cccc(NC(=O)CN2C(=O)COc3ccc(S(=O)(=O)N4CCCCCC4)cc32)c1,3,3,1,-2,35*,4,17,2,-1
O=C(Nc1ccc(F)cc1F)c1cc2nc3c(c(C(F)(F)F)n2n1)CCCC3,2,4,0,7,-5,-1,18,0,-3
CCn1c(N)[n+](CC(=O)Nc2ccc(SC(F)F)cc2)c2ccccc21,2,5,-1,0,5,-1,-5,4,10
COc1ccc(NC(=O)CSc2ccc3c(c2)OCCO3)cc1OC,1,-1,0,7,3,-1,8,4,-2
Cc1ccc(C)c(OCCOCCN2CCOCC2)c1,5,9,-2,-5,2,4,16,9,0
COc1cccc(OCCN2CCN(c3ncnc4c3cnn4-c3ccccc3)CC2)c1,-2,8,3,0,17,-2,-40,-9,-1
CCN1CCCC1CN(Cc1cc2ccc(C)cc2[nH]c1=O)C(=S)Nc1ccc(OC)cc1 (centres undefined),-2,-2,1,2,5,-6,5,-6,-6
COc1cccc(C(=O)Nc2ccc(NC(=O)C(C)C)nc2)c1,4,7,1,1,2,9,-4,-5,-1
CCCC(=O)Nc1nnc(-c2ccccc2)o1,0,0,1,1,-2,-1,-3,-4,-6
COCCC(=O)N(Cc1ccc2c(c1)OCO2)C(C(=O)NC1CCCCC1)c1ccncc1 (centres undefined),0,3,-1,1,3,6,-14,17,-1
CCOc1ccc(N(CC(=O)Nc2c(C)n(C)n(-c3ccccc3)c2=O)S(=O)(=O)c2ccccc2)cc1,5,9,3,4,6,7,-4,-1,-2
CCOC(=O)c1cccc(NC(=O)c2cnccn2)c1,2,4,5,-4,0,7,-2,-2,1
c1cc(-c2nnc3n2CCCCC3)ccn1,4,10,-3,-1,4,-5,-5,-3,-1
CC(=O)c1cccc(NC(=O)Nc2cccnc2)c1,-2,0,-1,3,-1,3,11,-4,-1
CC(C)(C)[C@H]1COC(=O)CCCC/C=C\C[C@H](CC(=O)N(CCO)Cc2ccccc2)C(=O)N1,-8,7,.,6,.,.,17,8,-7
CC(C)OC1(c2ccccc2)OC(=O)c2ccccc21 (centres undefined),5,6,3,11,-5,13,-8,1,-3
COc1ccc(C(=O)NNC(=O)CCC(=O)NNC(=O)c2ccc(OC)cc2)cc1,6,3,2,-1,2,13,-2,-1,-6
NC(=O)C1CCN(c2nc(-c3ccccc3)nc3ccccc23)CC1,-1,5,-1,0,6,-3,16,11,2
CCOC(=O)c1sc(NC(=O)c2ccoc2C)c(C(N)=O)c1C,7,3,-2,1,0,5,6,4,-4
CCOc1ccc(CN2CCC(n3nccc3NC(=O)CCCc3ccccc3)CC2)cc1,-5,2,-1,-3,-6,-19,15,3,3
COc1ccccc1-n1cc(CN2CCN(CC=C(C)C)C(CCO)C2)cn1 (centres undefined),3,-2,1,4,1,3,13,4,-3
OC(COc1ccccc1)CN1CCCC1 (centres undefined),2,12,-3,3,-2,5,0,-2,-2
Cc1ccc(NC(=O)NC2CCN(CC(=O)Nc3nccs3)CC2)cc1,2,5,2,1,4,4,-3,1,1
# Additional structures follow.
SMILES,pPAFAH inh,PAFAH1B3 inh,LYPLA1 inh,PAFAH1B2 FP inh,LYPLA2 inh,GSTO1 inh,PREPL inhibitor,PAFAH2 FP inh,PAD4 FP inh
CCC(=O)Nc1sc2c(c1C#N)CC(C)(CC)OC2 (centres undefined),-3,7,4,3,-4,-4,16,3,2
COc1cccc(NC(=O)CN(c2ccccc2OC)S(=O)(=O)c2cccs2)c1,-9,1,0,2,-5,.,-3,3,-2
O=c1c(C(c2ccccc2)c2c(O)sc3ccccc3c2=O)c(O)sc2ccccc12,4,6,-30,1,-33,-108,-11,4,-4
CCc1nc(N2CCCCC2C(=O)O)c2oc3ccccc3c2n1 (centres undefined),1,10,-3,7,-2,-1,4,0,-1
CSc1nc(-c2ccc(N(C)C)cc2)c(C#N)c(=O)n1C,3,2,2,0,6,-4,14,4,-2
COc1ccc(C(=O)N/N=C/c2ccc(OC(=O)c3cccs3)cc2)cc1,-6,-1,3,-3,0,0,11,-1,-2
CCc1nc(SCC(=O)NCCc2ccccc2)c2c(=O)n(C)c(=O)n(C)c2n1,-3,-6,-1,0,-2,-4,17,-2,-3
CC(=O)c1ccc(NC(=O)c2sc3nc4n(c(=O)c3c2C)CCCCC4)cc1,1,6,-3,1,7,6,9,-9,-3
CCC1CCC/C1=N\NC(=O)c1cc(C)[nH]n1 (centres undefined),34*,12,-2,3,-3,5,2,6,2
Cc1cccc(CC(=O)NC2CCCCCC2)c1,5,7,-2,1,-2,8,-4,1,-1
CCn1c(C)nc2cc(S(=O)(=O)N3CCCC3)ccc21,-5,10,-4,-2,2,27,13,4,-2
CC1=NN(C(=O)c2ccccc2)C(O)(c2ccc(Br)cc2)C1 (centres undefined),5,8,-2,6,-2,18,1,15,-1
Cc1ccc(-c2c3c(=O)n(C)c(=O)n(C)c3cn2CCCN2CCOCC2)cc1,6,-3,-5,0,-4,4,1,-5,-6
Cn1ncc(N=Cc2c(O)ccc3ccccc23)c1C(=O)N1CCOCC1,0,-2,-2,-5,-3,24,6,0,-2
CCOc1ccc(NC(=O)COc2ccccc2C(=O)NCc2ccccc2)cc1,6,5,-4,-4,-12,.,5,-1,2
N/C(=N\OC(=O)c1cccc2ccccc12)c1ccc(Br)cc1,1,6,-2,-2,0,-4,-2,-3,2
O=C(Nc1ccc(Br)cc1)c1cc(-c2cccs2)on1,6,-8,-3,-1,-2,0,-3,-10,0
Cc1nc2cc3nc(C(F)(F)F)[nH]c3cc2[nH]1,1,4,-6,4,1,-3,4,0,-8
c1ccc(Cn2nnnc2CN2CCCC2)cc1,4,-7,-3,1,-4,0,2,5,-2
Cc1cc(Br)ccc1NC(=O)CNC(=O)c1ccc(-n2cncn2)c([N+](=O)[O-])c1,-2,4,3,6,7,10,23,4,0
Cc1cccc(OCC(=O)Nc2ccc(NC(=O)c3ccccc3)cc2)c1,6,16,-6,-6,-7,3,1,-3,0
CC(C)(C)S(=O)(=O)Cc1nc(-c2ccc(Cl)c(Cl)c2)cs1,3,2,-4,-3,9,-4,10,1,-2
COc1cc(CC(=O)OCC(=O)c2ccc(F)cc2)cc(OC)c1OC,-1,5,.,4,.,.,29,3,3
COc1cccc(NC(=O)CCCn2c(=S)[nH]c3ccccc3c2=O)c1,1,7,-4,0,0,12,-1,1,-1
O=C1c2cccnc2C(=O)N1Cc1cccs1,-2,3,-1,-1,4,4,8,-2,3
# Next part.
SMILES,pPAFAH inh,PAFAH1B3 inh,LYPLA1 inh,PAFAH1B2 FP inh,LYPLA2 inh,GSTO1 inh,PREPL inhibitor,PAFAH2 FP inh,PAD4 FP inh
COc1ccccc1N(CC(=O)Nc1ccc2c(c1)OCCO2)S(C)(=O)=O,2,1,1,8,3,1,-3,6,-5
COc1ccc(-c2nc(-c3ccccc3)no2)c(OC)c1,2,6,-4,-7,3,4,10,-3,7
O=C(/C=C/c1ccc(OCCCF)cc1)NCc1cccc(Cl)c1,3,11,-1,6,1,2,-3,-4,-1
CN(C)S(=O)(=O)c1ccc(NC(=O)Cn2ccsc2=N)cc1,3,6,0,12,2,-2,3,10,2
NC(=O)CSc1nnc(NC(=O)C2CC(=O)N(c3ccc(F)cc3)C2)s1 (centres undefined),7,-2,-1,5,6,-18,6,-2,-7
CS(=O)(=O)Nc1nnc(SCC(=O)N(c2ccccc2)c2ccccc2)s1,4,14,0,23,8,0,8,3,2
